Bioassay records (PubChem)
GalR3 antag: antagonists of human GalR3; O60755; HEK293 GalR3-CNG cAMP membrane potential fluorescence; galR3 body fused to GalR1 C-terminus; inhibition, % at 3 µM; actives 0.44% (n = 360,000); AID 651719;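 active = inhibition above the screen-wide average plus 3 SD, cut at about 13% in these data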;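 also: forskolin and galanin both at EC90 stimulate the cells; cAMP rise reported by CNG channel membrane potential dye signal; 0% = forskolin plus galanin with DMSO and 100% = forskolin alone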
CRFBP-R2 block: blocks CRF-induced signaling of the CRF-BP/CRF-R2 complex. inhibition, % at 11.8 µM. HEK293 CRF-R2/CRF-BP, CRF-induced calcium fluorescence. actives 0.59% (n = 350,000);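 active = inhibition of the ligand-induced calcium signal above about 50% at the single tested concentration, limit read from the data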
IDE act: boosts human insulin-degrading enzyme activity in HEK cells; P14735; FAbeta-B cleavage, fluorescence polarization; 0% vehicle, 100% cell-free pure enzyme wells; activation, % at 5.96 µM; actives 0.073% (n = 340,000);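 active = activation above the mean of all tested compounds plus 3 SD, set per screening campaign, cut at about 17% in these data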
* = called active by the depositor; & = joins results of further samples. These rows are one share of the data, so the mix of outcomes need not match the whole.

SMILES	GalR3 antag	CRFBP-R2 block	IDE act
COc1ccc2c(c1)C1(C(=O)O)CC=CCC1(C(=O)O)C2 (configuration not stated)	-6	10	2
CN(CC=CCN(C)P(=S)(N1CC1)N1CC1)P(=S)(N1CC1)N1CC1	1	0	2
COc1cccc2c1cc([N+](=O)[O-])c1c(C(=O)O)cc3c(c12)OCO3	-6	6	3
Cn1cc(C(=O)OCC(=O)NC2(C#N)CCCCC2)c2ccccc21	-4	25	7
CN1C(=O)NC(=O)C(N=Nc2ccc(Cl)cc2)C1=O (configuration not stated)	-3	-12	5
Cc1ccccc1C(=O)N1CC1C (configuration not stated)	-6	1	4
CNC(=O)Oc1cc2c(cc1C(C)(C)C)CCC2	-7	-2	0
N#CC1c2ccccc2-n2nncc2CN1S(=O)(=O)c1ccc(Cl)cc1 (configuration not stated)	-4	15	-13
CC(=O)Nc1ccc(C=C2C(=O)NC(=O)NC2=O)cc1	3	-9	5
S=C(N1CCCCCC1)N1CC1	-3	-10	4
COc1cc2c(cc1OC)C13CCN4CC5=CCOC6CC(=O)N2C1C6C5C3C4 (configuration not stated) (tested in a mixture with another compound)	4	15	-2
CCOC(=O)CC(SP1(=S)OCC2(CCCCO2)C(C2CCCCO2)O1)C(=O)OCC (configuration not stated)	-5	16	6

Record cards (already shown):
Cn1cc(C(=O)OCC(=O)NC2(C#N)CCCCC2)c2ccccc21 in the list: GalR3 antag = -4; CRFBP-R2 block = 25; IDE act = 7
Cc1ccccc1C(=O)N1CC1C (configuration not stated) in the list: GalR3 antag = -6; CRFBP-R2 block = 1; IDE act = 4
COc1cccc2c1cc([N+](=O)[O-])c1c(C(=O)O)cc3c(c12)OCO3 in the list: GalR3 antag = -6; CRFBP-R2 block = 6; IDE act = 3

Back to the main list; the 4 compounds before the break are reprinted first.
SMILES	GalR3 antag	CRFBP-R2 block	IDE act
CC(=O)Nc1ccc(C=C2C(=O)NC(=O)NC2=O)cc1	3	-9	5
S=C(N1CCCCCC1)N1CC1	-3	-10	4
COc1cc2c(cc1OC)C13CCN4CC5=CCOC6CC(=O)N2C1C6C5C3C4 (configuration not stated) (tested in a mixture with another compound)	4	15	-2
CCOC(=O)CC(SP1(=S)OCC2(CCCCO2)C(C2CCCCO2)O1)C(=O)OCC (configuration not stated)	-5	16	6
N#CC(=C(O)c1ccc(S(=O)(=O)N(CCCl)CCCl)cc1)c1nc2ccccc2[nH]1	2	20	9
CCOC1=C(N2CC2)C(=O)C(OCC)=C(N2CC2)C1=O	1	15	3
CC(=O)N(C)C1=Nc2ccc(Cl)cc2C(c2ccccc2)=[N+]([O-])C1	1	-13	-5
CCC1(Cc2ccccc2)C(=O)NC(=S)N(C)C1=O (configuration not stated)	-1	4	-1
O=C(O)CCCOc1ccc(Cl)cc1Cl	1	-7	6
CC(=O)OC1(C)CC(C)C(=O)C(C(O)CC2CC(=O)NC(=O)C2)C1 (configuration not stated)	-5	23	-2
C[C@]12CCC3C(CC[C@H]4C[C@@H](O)CC[C@]34C)C1C[C@@H](O)[C@@H]2O (some centres not stated)	-7	-3	2
O=C(O)C1CC2(Cl)C(Cl)=C(Cl)C1(Cl)C2(Cl)Cl (configuration not stated)	-3	27	8
Cc1ccc2c(C)c3ccc4ccccc4c3c[n+]2c1	8	-2	0
Brc1ccc2[nH]cc(C=NN3CCCCCC3)c2c1	-1	-9	2
CNC1(c2ccccc2Cl)CCCCC1=O (configuration not stated)	-5	4	-2
CC(C)(O)/C=C/C(=O)C(C)(O)C1C(O)CC2(C)C3CC=C4C(C=C(O)C(=O)C4(C)C)C3(C)C(=O)CC12C (configuration not stated)	-1	5	3
ClCCN(CCCl)c1ccc(-n2cnc3c(Cl)ncnc32)cc1	-12	21	1
C[C@]12CCC3C(CC[C@H]4[C@H](O)[C@H](O)CC[C@]34C)C1CCC2=O (some centres not stated)	-4	8	4
N#C/C(=C\c1ccc(O)cc1)C(=O)O	-5&-2	-14	3

Two consecutive compounds from above, for reference:
SMILES	GalR3 antag	CRFBP-R2 block	IDE act
CCC1(Cc2ccccc2)C(=O)NC(=S)N(C)C1=O (configuration not stated)	-1	4	-1
O=C(O)CCCOc1ccc(Cl)cc1Cl	1	-7	6
